Screening results deposited in PubChem by several laboratories.
Kir21 block: blocks the mouse Kir2.1 inward-rectifier potassium channel; HEK293-Kir2.1, FluxOR thallium flux fluorescence; hits give low values; AID 1672; 310,000 compounds, 0.85% hits; P35561; B-score at 10 µM;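 active means fluorescence ratio B-score at or below minus 3 SD of library scores, with starting-brightness B-score within 2 SD, cut at about -4.2 in these data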;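 further: channel flux triggered by added potassium and thallium sulfate stimulus; B-score of peak minus minimum fluorescence over baseline after thallium stimulus; more negative B-score means stronger Kir2.1 block with less thallium influx; some compounds called inactive have numbers as strong as hits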
Target sequence (P35561 whole entry, looked up): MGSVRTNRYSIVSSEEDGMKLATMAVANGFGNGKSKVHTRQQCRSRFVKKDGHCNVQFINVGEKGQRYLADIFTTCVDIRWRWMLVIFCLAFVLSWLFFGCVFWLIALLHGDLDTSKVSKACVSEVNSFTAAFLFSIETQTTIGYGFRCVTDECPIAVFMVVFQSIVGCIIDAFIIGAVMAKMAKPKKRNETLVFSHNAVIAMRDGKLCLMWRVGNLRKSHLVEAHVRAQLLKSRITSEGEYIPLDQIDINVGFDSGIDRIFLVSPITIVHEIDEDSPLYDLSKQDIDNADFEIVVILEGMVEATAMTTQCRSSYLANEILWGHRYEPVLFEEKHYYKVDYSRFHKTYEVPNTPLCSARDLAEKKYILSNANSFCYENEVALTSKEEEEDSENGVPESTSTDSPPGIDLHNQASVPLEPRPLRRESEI
STK33 kinase inh: human STK33 kinase inhibition; purified STK33, MBP phosphorylation, ADP-Glo luminescence; inhibition, % at 10 µM; 320,000 compounds, 0.073% hits; AID 2661;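 active means inhibition at or above 25%, using the most active replicate where run in duplicate; inactive means inhibition below 25%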
Target sequence (Q9BYT3 whole entry, looked up): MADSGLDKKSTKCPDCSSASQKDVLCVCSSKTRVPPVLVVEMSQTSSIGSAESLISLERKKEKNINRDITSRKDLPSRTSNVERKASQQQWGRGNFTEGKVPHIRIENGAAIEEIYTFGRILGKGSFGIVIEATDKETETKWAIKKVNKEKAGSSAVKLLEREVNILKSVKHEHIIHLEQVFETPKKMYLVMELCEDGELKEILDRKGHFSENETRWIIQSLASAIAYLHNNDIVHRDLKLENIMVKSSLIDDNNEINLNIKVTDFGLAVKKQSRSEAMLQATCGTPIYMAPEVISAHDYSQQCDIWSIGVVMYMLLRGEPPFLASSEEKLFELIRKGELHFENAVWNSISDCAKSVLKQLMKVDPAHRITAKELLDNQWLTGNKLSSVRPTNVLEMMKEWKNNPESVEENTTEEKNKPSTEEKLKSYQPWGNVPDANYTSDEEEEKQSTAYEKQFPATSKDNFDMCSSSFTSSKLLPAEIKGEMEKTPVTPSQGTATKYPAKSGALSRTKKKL
KCNQ2 block: KCNQ2 channel blockers in CHO-K1 cells – cell-based, FluxOR thallium flux, B-score, primary screen (AID 2156); 20 min; hits give low values; B-score at 10 µM; 310,000 compounds, 1.1% hits;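 active means fluorescence ratio B-score at most minus 3 library SDs, with starting brightness B-score within 2 library SDs, cut at about -5.5 in these data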
An asterisk follows results filed as active; i = inactive; . = no result given.

A first look:
SMILES	Kir21 block	STK33 kinase inh	KCNQ2 block
OCCC1CN(Cc2ccc3nsnc3c2)CCN1C1CCCCC1 (stereo not given)	0.59	-0.6	i
CC(NC(=O)C1(C)CC1(Br)Br)C(C)(C)C (stereo not given)	0.03	-0.5	i
Cc1cc(C)cc(N2C(=O)CC(Sc3ccccc3C(=O)O)C2=O)c1 (stereo not given)	-1.3	-0.4	i
Cc1ccnc(SCc2cc(=O)c(OC(=O)c3cc([N+](=O)[O-])ccc3Cl)co2)n1	0.79	0.0	i
Cc1ccc2nc(NC(=O)c3ccc(S(=O)(=O)N4CCCc5ccccc54)cc3)sc2c1	-1.3	-0.6	i

The list itself, repeating the preview:
SMILES	Kir21 block	STK33 kinase inh	KCNQ2 block
OCCC1CN(Cc2ccc3nsnc3c2)CCN1C1CCCCC1 (stereo not given)	0.59	-0.6	i
CC(NC(=O)C1(C)CC1(Br)Br)C(C)(C)C (stereo not given)	0.03	-0.5	i
Cc1cc(C)cc(N2C(=O)CC(Sc3ccccc3C(=O)O)C2=O)c1 (stereo not given)	-1.3	-0.4	i
Cc1ccnc(SCc2cc(=O)c(OC(=O)c3cc([N+](=O)[O-])ccc3Cl)co2)n1	0.79	0.0	i
Cc1ccc2nc(NC(=O)c3ccc(S(=O)(=O)N4CCCc5ccccc54)cc3)sc2c1	-1.3	-0.6	i
S=C(N/N=C/c1ccccc1)N1CCOCC1	-0.74	-2.4	i
CO/N=C/c1ccc(N2CCN(C(=O)c3ccc(C)cc3)CC2)c([N+](=O)[O-])c1	0.38	-2.5	i
O=C(CC(c1ccccc1)c1ccccc1O)NCCN1CCOCC1 (stereo not given)	-0.8	-0.5	i
CCOC(=O)c1ccc(S(=O)(=O)NCC(C)(C)N2CCOCC2)cc1	-0.22	8.6	i
Cc1ccc(C(=O)C[n+]2cccc(C(N)=O)c2)cc1	-0.07	-1.5	i
CNC(=O)CSc1cnc2ccccc2n1	0.96	-0.5	i
CC1CN/C(=C\C(=O)c2ccc(Cl)cc2)C(=O)N1 (stereo not given)	-0.03	-0.8	i
Cc1cccc(NC(=O)[C@@H](NC(=O)[C@@H]2Cc3ccccc3CN2)C(C)C)c1	-0.18	0.9	i
CC(=O)Nc1ccc(NC(=O)/C(Cl)=C/c2ccccc2)cc1	0	-1.2	i
O=C(CSc1nc2c(c(=O)[nH]1)CCC2)Nc1cccc(F)c1	0.02	-2.5	i
COc1ccc(C(=O)NC2CCCCCC2)cc1S(=O)(=O)N1CCOCC1	0.09	0.3	i
O=C(c1ccc(N2CCNCC2)cc1)c1cccnc1	0.24	-0.3	i
CCCCN1C(=O)/C(=C(/C#N)C(N)=O)c2ccccc21	-0.25	-0.5	i
Cc1cccc(OCC(=O)NNC(=O)C2CCCCC2C(=O)O)c1 (stereo not given)	1.7	-0.6	i
CCOC(=O)C1=C(O)C(=O)N(c2ccccc2)C1c1cccc([N+](=O)[O-])c1 (stereo not given)	2.2	0.2	i
Cc1ccc(CNC(=O)c2cn(C3CCCC3)c(=O)c3c2c2ccccc2n3C)o1	0.43	0.6	-8*
COc1cc(OC)c(Cl)cc1N	0.1	-1.7	i
CCOC(=O)c1c(C)n(C)c2ccc(OCC(O)CN3CCC(C)CC3)cc12 (stereo not given)	-1.4	-0.5	i
CCOC(=O)c1nn(C23CC4CC(CC(C4)C2)C3)c2c1C(=O)N(c1ccc(C)cc1)C2=O	2.1	-1.6	-6.8*
COCC(C)N1CCC(n2nccc2NC(=O)CCOc2ccccc2)CC1 (stereo not given)	-1.2	0.2	i
The listing continues.
SMILES	Kir21 block	STK33 kinase inh	KCNQ2 block
Cc1ccnc(NS(=O)(=O)c2ccc(Cl)nc2)c1	1.1	-2.0	i
O=C(CN1CCN(c2ccccc2O)CC1)NC(c1ccccc1)c1ccccc1	-0.93	-1.0	i
NC(=O)c1ccsc1NC(=O)COC(=O)Cc1cccc2ccccc12	0.69	-0.2	i
Cc1ccc(C)c(OCCC(=O)OCC(=O)NC(=O)NCc2ccccc2)c1	-1.4	-0.4	i
Cc1nc(CSc2nsc(/C=C/N(C)C)c2C#N)cs1	-0.63	.	i
Cc1ccc(Sc2nc(C)cc(C)c2S(C)(=O)=O)cc1	-0.28	-1.4	i
CC12CCC(=O)N1C(C(=O)OCC(=O)Nc1ccc(Cl)c(Cl)c1)CS2 (stereo not given)	-0.83	-0.5	i
C[n+]1ccccc1/C=C/c1ccc(F)c(F)c1	-0.91	-0.8	i
Fc1cccc(NC(=S)N2CCc3ccccc32)c1	-1.6	0.9	i
CCOc1ccc(CCNC(=O)c2cc3sc(Cl)cc3n2C)cc1OCC	-0.31	-3.1	i
Cc1ccc(C)c(NS(=O)(=O)c2cc(Br)cnc2N)c1	-2.1	-1.4	i
Cc1ccc(S(=O)(=O)N2CCN(c3cccc(C)c3)CC2)cc1	0.97	-0.6	i
O=C(Nc1ccccc1)N1CCSCC1	-0.27	1.6	i
O=C(c1ccccc1)N1CCN(Cc2c[nH]c3ccccc23)CC1	2.7	-0.2	i
Cc1ccc(C)c(C(=O)CCC(=O)N2CCN(c3ncccn3)CC2)c1	0.28	-0.3	i
COc1ccccc1NC(=O)C(C)OC(=O)C1CCC(C(C)(C)C)CC1 (stereo not given)	-2.6	1.0	-8.4*
CNC(=S)N(CCc1cccc(C)c1)Cc1cc2cc(OC)c(OC)cc2[nH]c1=O	0.01	12	i
C=CCn1c(CCCNC(=O)C(C)(C)C)nc2ccccc21	1.4	-0.5	i
O=C(O)/C=C/C(=O)NCC1CCC(CNC(=O)/C=C/C(=O)O)CC1 (stereo not given)	-1.1	0.2	i
COCCNC(=O)C1CCC(Cn2c(=S)[nH]c3ccccc3c2=O)CC1 (stereo not given)	1.6	-1.4	i
Cc1ccc(S(=O)(=O)Nc2ccc(NC(=O)c3cccs3)cc2)cc1	2.3	-0.1	i
CC(=O)c1cccc(NC(=O)N2CCCC2C(=O)Nc2c(C)cccc2C)c1 (stereo not given)	1.6	-1.0	i
O=C(OCC(=O)N1CCN(c2ccccc2)CC1)c1ccccn1	-0.53	0.1	i
Cc1cc(C)nc(Nc2ncc(O)n2-c2ccc(C)c(Cl)c2)n1	1.4	0.7	i
Cc1cccc(-n2c(C)nc3cc(C(=O)NCc4ccc5c(c4)OCO5)ccc32)c1	0.31	0.6	i
Next structures:
SMILES	Kir21 block	STK33 kinase inh	KCNQ2 block
Cc1ccccc1NS(=O)(=O)c1ccc(OCC(=O)NCC2CCCO2)cc1 (stereo not given)	0.2	-1.0	i
O=[N+]([O-])c1nn(-c2ccccc2)[n+]([O-])c1N1CCN(c2ccccc2)CC1	-0.42	-1.2	i
COc1ccc(CCN2C(=O)C3C4CC(C5C(C(=O)NN)=NOC45)C3C2=O)cc1OC (stereo not given)	0.49	0.1	i
CCOc1ccc(NC(=O)CSc2nnc(N)s2)c([N+](=O)[O-])c1	0.03	-0.1	i
O=C(O)Cn1cnc2scc(-c3ccccc3)c2c1=O	1.3	-0.1	i
Cc1occc1C(=O)Nc1ccc2c(c1)OCO2	-1.4	1.2	i
Cn1cccc1-c1cc(C(=O)N/N=C/c2ccc([N+](=O)[O-])cc2)[nH]n1	-0.66	-0.2	i
CCC(=O)N/N=C(\C)CC(=O)Nc1ccc(F)cc1	2.8	-0.2	i
Cc1ncc([N+](=O)[O-])n1Cc1ccc(Cl)cc1	-0.07	-1.6	i
CC(C)N1C(=O)N(c2cccc(Cl)c2)C(C)(O)CC1(C)C (stereo not given)	-0.86	-1.0	i
N#Cc1ccc(Oc2ccc(S(=O)(=O)N3CCCCC3)cn2)cc1	0.27	5.9	i
CN1CCN(C(=O)CCN2C(=O)/C(=C/c3ccccc3Cl)SC2=S)CC1	-0.3	-0.9	i
C/C(=N\N=C1\NC(=O)C(CC(=O)Nc2ccc(C)c(Cl)c2)S1)C(C)C (stereo not given)	-1.2	-2.0	i
S=C(Nc1ccccc1)N1CCN(C/C=C/c2ccccc2)CC1	-0.73	-1.9	i
CC(SC1=NCCN1S(=O)(=O)c1ccccc1)c1ccccc1 (stereo not given)	-2.4	-0.7	i
O=C(c1ccc(Cl)c(S(=O)(=O)Nc2ccc(F)cc2)c1)N1CCN(c2ccccn2)CC1	1	0.4	i
Cc1ccc([N+](=O)[O-])cc1S(=O)(=O)Nc1ccc(C(=O)NCc2ccccn2)cc1	0.02	-0.9	i
O=C(O)/C=C1\NC(=O)c2ccccc21	0.09	0.2	i
CCOc1ncccc1C(=O)N1CCN(C(c2ccccc2)c2ccccc2)CC1	-0.48	1.8	i
O=C(NCCN1CCOCC1)/C(=C/c1ccco1)NC(=O)c1ccccc1	-0.75	-0.4	i
COc1cc(C(=O)NC(C)c2cccc3ccccc23)cc(OC)c1OC (stereo not given)	-0.49	-1.4	i
C=CCN(C(=O)CNC(=O)c1ccco1)C(C(=O)NC1CCCC1)c1ccc(OC)cc1 (stereo not given)	-0.91	-2.5	i
Cc1ccc(C(=O)NC2CCc3ccccc3C2=O)cc1 (stereo not given)	-1.8	-0.5	i
Cc1ccc(S(=O)(=O)N(Cc2ccccc2)c2ccccc2C(=O)Nc2ccccc2C(=O)NCc2ccco2)cc1	0.01	0.7	i
O=c1[nH]c(N2CCc3ccccc3C2)nc2c1CCC2	-0.01	-1.2	i
Next section:
SMILES	Kir21 block	STK33 kinase inh	KCNQ2 block
Cc1nn(C)c(Cl)c1CN1CCC(CO)(CCOc2ccccc2)CC1	1.1	-2.4	i
Cc1ccc2occ(-c3nn[nH]n3)c(=O)c2c1	-0.63	-0.6	i
N#Cc1nc(Cc2cccc3ccccc23)oc1N1CCCCC1	0.02	-1.5	i
O=C(O)Cc1nc2nc3c(c(=O)n2[nH]1)CCCC3	-1.1	-1.9	i
COc1ccc(C(=O)C2CCCN(S(=O)(=O)C(C)C)C2)c(C)c1 (stereo not given)	-0.12	1.0	i
COc1cc2c(cc1OC)CN(C(=O)Nc1ccccc1Cl)CC2	0.28	-0.2	i
Cc1n[nH]c(C)c1S(=O)(=O)N1CCC(C(=O)N2CCn3c2nc2ccccc23)CC1	-1.5	-1.3	i
O=C(/C(=N\Nc1ccc(Br)cc1)Sc1nnnn1-c1ccccc1)c1ccccc1	0.16	-0.4	i
O=C(O)C1CSCN1S(=O)(=O)c1cccc2nsnc12 (stereo not given)	-1.4	0.2	i
COc1ccc(N(CC(=O)NC2CCCC2)C(=O)Cn2nnc(-c3ccc(F)cc3)n2)cc1OC	0.8	-0.6	i
COc1ccc(S(=O)(=O)Cc2ccc(C(=O)NC3CCCC3)o2)cc1	0.18	0.8	i
CCOc1ccc(CCNC(=O)CCCN2C(=O)c3ccccc3C2=O)cc1OCC	-1.8	-0.5	i
CCC(C)[C@H](NC(=O)N1CC(=O)Nc2ccccc21)C(=O)N1CCC[C@H]1C(=O)O (stereo not given in full)	0.4	-0.9	i
Cc1nn(C)cc1C(C)NC(=O)c1cc(COc2cccc3cnccc23)on1 (stereo not given)	0.87	2.1	i
COC(=O)c1[nH]c2ccc(Cl)cc2c1NC(=O)Oc1ccccc1	-0.26	5.1	i
COc1ccc(C(=O)NC2CC(C)(C)Cc3c2cnn3-c2ccccc2)cc1OC (stereo not given)	-0.63	-0.7	i
C=CCn1c(=O)c2ccccc2n2c(Sc3nnnn3-c3ccccc3)nnc12	0	2.6	i
Cn1c(SCc2ccc(F)cc2)nnc1-c1cnccn1	1.9	-1.8	i
Cn1c2ccccc2c2cc(/C=N/NC(=O)c3ccc(N)cc3)ccc21	-0.38	2.0	i
O=C(CSc1ccccn1)N1CCc2ccccc21	-0.31	-0.5	i
CS(=O)(=O)N1CCN(c2c(Cl)cccc2[N+](=O)[O-])CC1	-3.2	-0.3	i
CC(C)COC(=O)Nc1nnc(Cc2ccccc2)s1	0.94	-0.5	i
C/C(O)=C(/C=NCC(=O)O)C(=O)Nc1nccs1	-0.1	-1.4	i
CC(=O)COc1ccc2c3c(c(=O)oc2c1)CCCC3	1.2	-0.3	i
CC(NC(=O)CSc1nc2ccc(N)cc2s1)c1ccccc1 (stereo not given)	-0.83	0.4	i

Whole records as entered above. Order of screens: Kir21 block	STK33 kinase inh	KCNQ2 block
Cn1c(SCc2ccc(F)cc2)nnc1-c1cnccn1 as listed: 1.9	-1.8	i
Cn1c2ccccc2c2cc(/C=N/NC(=O)c3ccc(N)cc3)ccc21 as listed: -0.38	2.0	i

Carrying on.
SMILES	Kir21 block	STK33 kinase inh	KCNQ2 block
Cn1ccnc1SCC(=O)c1cccc(Br)c1	0.02	-2.1	i
O=C(CSc1nc(-c2ccccc2)nc2ccccc12)Nc1cccc(C(=O)O)c1	-0.58	-0.9	i
Cc1cccc(C(=O)N2CCCC(Nc3ccc(F)c(F)c3)C2)n1 (stereo not given)	-0.76	1.4	i
COc1cccc(C(=O)Nc2cc(C)c3c(=O)oc4ccccc4c3n2)c1	-1.5	-0.3	i
COc1ccccc1NC(=S)N(Cc1cccnc1)Cc1ccccc1Cl	-0.07	-1.0	i
Cn1c(-c2ccc(F)cc2)cnc1NCc1ccc(C#N)cc1	-0.71	-3.7	i
O=C(/C(=C/c1ccccc1)c1ccccc1)N1CCCCC1	-0.6	3.9	i
CCN(C(=O)C(=O)c1c[nH]c2ccccc12)c1ccccc1	-2.4	-2.8	i
Cc1ccc(C)c(NC(=O)Cn2nc([N+](=O)[O-])c(Br)c2C)c1	0.89	.	i
CCOc1ccc2nc(NC(=O)CN3CCC(n4nnc5cc(C(F)(F)F)ccc54)CC3)sc2c1	0.01	-0.5	i
CCCn1c(SCC(=O)Nc2ccc(C)c(S(=O)(=O)N3CCOCC3)c2)n[nH]c1=O	-0.88	-1.0	i

3 records picked at random from the list so far, as already listed:
SMILES	Kir21 block	STK33 kinase inh	KCNQ2 block
COCCNC(=O)C1CCC(Cn2c(=S)[nH]c3ccccc3c2=O)CC1 (stereo not given)	1.6	-1.4	i
COc1ccc(C(=O)C2CCCN(S(=O)(=O)C(C)C)C2)c(C)c1 (stereo not given)	-0.12	1.0	i
COc1cc(OC)c(Cl)cc1N	0.1	-1.7	i
